# M1 PAM: human CHRM1 positive allosteric modulation | AID 588819 | hit rate 0.088% among 360,000 | activation, % at 3 µM | P11229 | CHO-K1 hM1, Fluo-8 calcium fluorescence, ACh EC20; 0% = ACh EC20, 100% = maximal ACh; in the data active = activation above about 19%, passing the limit was not always enough
# Target sequence (P11229 whole entry, looked up): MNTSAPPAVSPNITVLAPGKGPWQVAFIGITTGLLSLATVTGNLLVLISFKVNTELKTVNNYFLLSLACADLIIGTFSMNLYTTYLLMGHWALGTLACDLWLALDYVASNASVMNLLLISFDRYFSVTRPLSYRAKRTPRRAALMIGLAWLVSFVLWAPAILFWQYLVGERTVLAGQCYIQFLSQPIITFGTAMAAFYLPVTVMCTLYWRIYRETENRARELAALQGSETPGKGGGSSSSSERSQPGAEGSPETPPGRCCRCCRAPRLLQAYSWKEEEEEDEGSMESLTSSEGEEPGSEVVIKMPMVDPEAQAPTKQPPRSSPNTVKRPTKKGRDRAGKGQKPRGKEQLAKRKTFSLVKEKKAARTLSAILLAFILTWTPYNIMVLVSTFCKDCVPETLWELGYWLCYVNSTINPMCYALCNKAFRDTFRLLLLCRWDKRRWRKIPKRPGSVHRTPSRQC
# CHRM1 antagonist: antagonists of human M1 muscarinic receptor. CHO-K1 hM1, Fluo-8 calcium fluorescence, ACh EC80 antagonist. inhibition, % at 3 µM. hit rate 1.3% among 360,000;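 active = percent inhibition above its own plate's cutoff, namely the mean of that plate's compound wells plus 3 SD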;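 also: peak over basal fluorescence ratio during 140 s after agonist addition; 0% = ACh EC80 plus DMSO and 100% = DMSO alone without agonist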
# M1 PAM parental: nonselective activator or artifact in parental CHO-K1 calcium assay. AID 602247. ATP EC20, Fluo-8 calcium fluorescence; 0% at ATP EC20, 100% at ATP max. hit rate 0.02% among 360,000. activation, % at 3 µM;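 active = activation above the run cutoff, the mean activation of all test compounds plus 3 SD, cut at about 40% in these data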;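 also: peak over basal fluorescence ratio in a 140 s read after ATP addition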
# M1 ag: activates human CHRM1 receptor; CHO-K1 hM1, Fluo-8 calcium fluorescence, agonist mode; 0% DMSO, 100% acetylcholine EC100; activation, % at 3 µM; hit rate 0.33% among 360,000; P11229;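 active = activation above the run's mean compound activation plus 3 SD, cut at about 16% in these data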;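 also: peak over basal fluorescence ratio within a 140 s kinetic read after compound addition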
# TAAR1 ag: human TAAR1 agonism. Q96RJ0. CHO RD-HGA16 TAAR1, Fluo-8 calcium fluorescence; vehicle wells 0%, saturating PEA agonist 100%. activation, % at 3 µM. hit rate 0.99% among 360,000. AID 624467;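 active = activation above the mean activation of all test compounds in the run plus 3 SD, cut at about 38% in these data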
# Target sequence (Q96RJ0 whole entry, looked up): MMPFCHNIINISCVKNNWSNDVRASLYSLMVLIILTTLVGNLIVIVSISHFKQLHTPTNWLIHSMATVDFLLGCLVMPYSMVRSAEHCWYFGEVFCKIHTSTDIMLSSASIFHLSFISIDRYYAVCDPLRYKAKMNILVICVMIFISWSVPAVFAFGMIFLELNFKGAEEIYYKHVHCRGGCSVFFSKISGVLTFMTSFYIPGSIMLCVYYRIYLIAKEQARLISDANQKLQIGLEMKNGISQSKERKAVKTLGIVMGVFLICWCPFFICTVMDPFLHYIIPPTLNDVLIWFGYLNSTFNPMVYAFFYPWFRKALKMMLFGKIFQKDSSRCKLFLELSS
#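 test system = CHO RD-HGA16 cells carrying human TAAR1 plus Gα16 | schedule = 17-24 h seeding, 75 min 37 °C dye, 30 min RT | compound dosing = 3 µM single concentration | control set = DMSO and PEA EC100 | replicates = n 1 | signal = Fluo-8 fluorescence, 5 s baseline then 140 s kinetic read | measure = percent activation vs PEA EC100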
# CHO parental Ca: counter-screen: ATP calcium response change in parental CHO cells; parental CHO-K1, ATP-induced calcium, Fluo-8 fluorescence; inhibition, % at 5.6 µM; hit rate 0.63% among 330,000; AID 463079;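 active = inhibition above that plate's mean sample inhibition plus 3 SD, cut at about 26% in these data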;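 also: 0% = ATP-challenged DMSO wells and 100% = DMSO wells without ATP; some compounds past the cut are filed as inactive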
#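 Assay system: untransfected parental CHO cell line. Also added: ATP agonist challenge. Dosing: one dose, 5.6 µM nominal. Measured by: Fluo-8 fluorescence. Read-out: % inhibition. Benchmarks: ATP wells versus no-ATP DMSO wells. Repeats: no replicates.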
# M1 ag parental: counter-screen for M1 agonists: effect in parental CHO-K1 cells | Fluo-8 calcium fluorescence; scaled to maximal ATP response, vehicle zero | activation, % at 3 µM | hit rate 0.48% among 360,000 | AID 602248; in the data active = activation above about 15%;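 also: untransfected CHO-K1 host cells lacking M1 receptor as counterscreen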
# CHO-K1 Ca antag: counter-screen for M1 antagonists: effect in parental CHO-K1 cells. ATP-induced calcium, Fluo-8 fluorescence. inhibition, % at 3 µM. hit rate 0.6% among 360,000. AID 602250;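 active = inhibition above a per-plate cutoff, the plate's mean sample inhibition plus 3 SD, cut at about 24% in these data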;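 also: 0% = DMSO plus EC80 ATP and 100% = DMSO alone without ATP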
# TAAR1 antagonist: human TAAR1 antagonism; Q96RJ0; hit rate 1.5% among 360,000; CHO RD-HGA16 TAAR1, Fluo-8 calcium fluorescence, antagonist; AID 624466; inhibition, % at 3 µM;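 active = inhibition above a per-plate cutoff, the mean inhibition of test compounds on that plate plus 3 SD, cut at about 49% in these data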;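 also: 0% = DMSO plus EC80 beta-PEA response and 100% = DMSO alone without agonist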
#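 System: CHO RD-HGA16 cells bearing hTAAR1. Reagent: EC80 β-phenethylamine stimulus. Schedule: seeding 17-24 h prior, 75-min 37 °C, 30-min RT dye loading. Signal: Fluo-8 intracellular calcium dye fluorescence, real-time kinetic reads. Read-out: % inhibition from peak post-agonist over basal fluorescence ratio. Benchmarks: vehicle wells and EC80 agonist wells. Replicates: n of 1.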
# * = called active by the depositor; · = no result given.
SMILES,M1 PAM,CHRM1 antagonist,M1 PAM parental,M1 ag,TAAR1 ag,CHO parental Ca,M1 ag parental,CHO-K1 Ca antag,TAAR1 antagonist
CCOC(=O)c1cn(-c2ccc([N+](=O)[O-])cc2)c2cc(Cl)c([N+](=O)[O-])cc2c1=O,6,0,-5,0,9,-3,-0.3,7,1
O=C(NC1=NCCS1)c1ccccc1F,15,-9,11,-1,2,-7,0.1,0,-30
O=C(CN1C(=O)C2C3C=CC(C3)C2C1=O)Nc1nncs1 (stereo unspecified),4,-3,-5,-7,2,-7,-0.2,4,4
Cc1cc(C(=O)CSc2nnc(-c3ccc(Cl)cc3)n2CC2CCCO2)c(C)n1C (stereo unspecified),9,1,2,-2,2,-23,0.2,13,-14
O=C(NCc1ccco1)C(=O)c1cn(CC(=O)N2CCCC2)c2ccccc12,-10,23,3,-4,9,-19,5.2,-5,-13
COc1ccc(CCNC(=O)CCCCC(=O)NCCc2ccc(OC)cc2)cc1,11,-10,-9,0,4,-1,-0.1,4,-12
COc1ccc(CN(CC(=O)NC2CCCC2)C(=O)CN2C(=O)COc3ccccc32)cc1,7,-9,19,-3,4,-13,2.7,-1,13
C#CCOCCOCCOCCNc1nc(N2CCN(C(=O)Cn3cc(CCCCN)nn3)CC2)nc(N2CCN(C(=O)[C@H](CCCCN)n3cc(CCC(=O)O)nn3)CC2)n1,7,-16,17,3,0,4,0.5,-12,8
COCCCNC(=O)CC(C)c1ccccc1 (stereo unspecified),-2,9,-6,-4,1,-3,0.2,3,-10
COC(=O)Cn1cc(/C=N/NC(=O)COc2cccc3cccnc23)c2ccccc21,4,-5,0,-6,3,-13,1.3,-5,27
CCCCCCC(=O)Nc1ccc(Br)cn1,-1,1,13,-6,-3,-9,-0.7,-5,-20
CC(=O)c1cccc(NC(=O)c2ccc(OC3CSC3)cc2)c1,1,5,-16,0,7,8,2.9,8,40
C=CC[C@H](CC(=O)NCCO)C(=O)NC[C@H](OC(=O)[C@@H](CC=C)Cc1ccc(F)cc1)c1ccccc1,-2,2,-9,-1,9,-1,0.4,0,29
CC(C)CCN1C(Nc2ccccc2)=NC[C@@H]1C,-1,-6,0,-8,2,-4,0.6,-23,24
CCOC(=O)CCNCC1COc2ccccc2O1 (stereo unspecified),-4,-6,9,-3,0,-10,0.2,-11,0
CCOC(=O)C1=C(COC(=O)CCOc2ccccc2)NC(=O)NC1C (stereo unspecified),5,-7,2,-3,11,-14,2.8,-16,33
COc1ccc(Cl)cc1C(=O)N1CCN(Cc2ccc3c(c2)OCO3)CC1,4,-17,14,-5,3,-2,1.1,-7,0
O=C(C(=O)N1CC=C(c2ccccc2)CC1)c1c[nH]c2ccccc12,6,-5,26,-3,1,-4,1.3,-6,-4
COc1ccc(C2C(C(C)=O)=C(O)C(=O)N2c2ccc(C)cc2)cc1 (stereo unspecified),10,-14,9,-2,3,-3,0.1,-4,-6
COc1cccc(NC(=O)CCS(=O)(=O)c2ccc3c(c2)oc(=O)n3C)c1,15,-16,12,-2,3,-1,-0.1,-11,-14
OCC(CO)(CO)NCc1ccc(-c2ccccc2)cc1,0,-6,12,-5,-1,-4,0.1,-6,-3
C[C@@H](O)C1NC(=O)[C@H](CCCCN)NC(=O)c2cc([N+](=O)[O-])cc(I)c2OCC[C@@H](C(N)=O)NC1=O (stereo partly specified),-1,3,9,-6,3,-3,0.0,-11,11
O=C(NCCc1ccccc1)C1CCC(=O)N1C1CCCC1 (stereo unspecified),6,-5,15,-1,3,-5,2.4,-7,-8
Cc1noc(COc2ccccc2OCC(N)=O)n1,12,-10,19,-3,1,-12,16*,-1,9
Cc1ccc(OCCCC(=O)Nc2nc3ccccc3[nH]2)cc1,5,-6,11,1,6,21,0.1,-8,10
O=S(=O)(NN=C1CCCCCC1)c1ccccc1,3,-6,0,-2,0,-10,0.4,2,-22
O=C(Cn1ccc2ccccc2c1=O)NCCC(=O)Nc1ccc2c(c1)OCCO2,9,-8,14,-5,6,-3,0.4,-8,10
O=C(CN1C(=O)NC(c2ccccc2)(c2ccccc2)C1=O)Nc1ccc2[nH]c(=O)[nH]c2c1,12,-17,3,-3,8,-4,0.2,-6,-23
N#CC1(NC(=O)CSc2nnc(-c3ccccc3F)n2N)CCCCC1,4,-8,7,-2,0,-9,1.0,0,-7
COCCCN1C(=O)C(CC(=O)NC(c2ccccc2)c2ccccc2)CC(C(=O)N2CCCCCC2)=C1C (stereo unspecified),·,·,-5,·,0,·,0.3,-18,-6
CN(CC(=O)Nc1ccccc1Cl)C(=O)CSC(=S)N1CCCC1,7,-13,3,-3,0,-13,1.6,3,16
CCOC(=O)CN(C(=O)CSc1nnc(-c2ccncc2)n1CCCOC)c1ccccc1,-2,7,1,-1,19,-2,-0.5,13,-10
O=C(NCc1ccccc1F)Nc1ccc([N+](=O)[O-])cc1,-4,14,-3,1,11,14,15,2,26
Cc1cccc(NNC(N)=S)c1,-10,18,-1,-1,1,8,6.2,-5,12
CCN(CC)C(=O)CSc1nc2c(sc(=S)n2-c2ccccc2)c(=O)n1Cc1ccco1,2,-12,15,-7,13,-8,1.7,0,1
O=c1[nH]c2cc(Cl)c(Cl)cc2o1,7,-15,5,5,5,·,3.6,-5,-8
CN(C)/N=C/C=C1\CC/C(=C\c2ccc(F)c(F)c2)C1=O,1,-3,-12,-1,3,-6,0.9,0,-28
O=C1c2ccccc2C(=O)N1Cc1cc(-c2ccccc2Cl)no1,5,6,-7,4,0,-7,-0.1,9,20
C[C@@H](C(=O)OCC(=O)c1ccc(F)c(F)c1)N1C(=O)C2CCCCC2C1=O (stereo partly specified),10,-4,-2,-1,3,-6,1.9,-10,9
Cc1ccc(NC(=O)NC(=O)CSc2nnnn2C)c(C)c1,2,1,19,3,14,-9,1.2,-12,11
CN1CCc2c(sc(/N=C/c3cc(C(C)(C)C)ccc3O)c2C#N)C1,3,-3,16,-4,-3,-8,1.0,-7,-4
C/C(=N/N1CCN(Cc2ccccc2)CC1)c1ccc(Br)cc1,20,-26,21,-1,8,·,0.8,-13,-18
CCCCN1Cc2cc(C(=O)c3cc(OC)ccc3O)cnc2NC1=O,-8,13,9,-5,7,-26,0.5,1,1
CCN(CC)S(=O)(=O)c1cccc(C(=O)OCC(=O)NC(C)c2ccccc2)c1 (stereo unspecified),8,-6,17,-7,0,-19,1.8,-7,14
O=C(COc1cccc(C(F)(F)F)c1)Nc1cccnc1,-1,10,-22,-1,3,-6,0.7,15,-19
CCCCn1c(=N)n(CC(=O)O)c2ccccc21,0,-1,-7,-2,8,-4,0.1,17,10
CCCSC1=C(C#N)C(c2ccc(OC)cc2)C2=C(CC(C)(C)CC2=O)N1 (stereo unspecified),4,3,7,-4,9,-16,3.2,-3,-7
COc1ccc(N(CC(=O)NC2CCCCC2)C(=O)CNC(=O)c2ccco2)c(OC)c1,9,-12,10,-1,14,-19,0.0,3,-14
CC(C)(C)OC(=O)CN1c2cccc3cccc(c23)S1(=O)=O,-2,9,-4,-2,3,-5,1.1,6,-8
Cc1ccc(NC(=O)COC(=O)c2ccc(S(=O)(=O)N3CCCCC3)cc2)cc1,2,-9,-3,-4,0,-10,0.3,-9,-4
COc1cc2c(cc1OC)C(c1ccc(Br)cc1)NCC2 (stereo unspecified),19,-21,14,-2,5,-28,1.6,-9,-23
Cc1c(-c2nc(-c3ccncc3)no2)cccc1[N+](=O)[O-],7,-6,19,-4,-1,-18,2.5,-13,-31
CC(Sc1nc2ccccc2c(=O)n1C)C(=O)Nc1ccc2c(c1)OCCO2 (stereo unspecified),7,-5,14,1,20,-11,1.4,-6,9
C/C(=N\NC(=O)C1CC1)c1ccc(N2CCOCC2)cc1,7,-16,8,-3,1,16,0.3,-8,-2
COc1ccc(C(=O)N2CCN(c3cccc(Cl)c3)CC2)c(OC)c1,-7,-4,-3,2,9,-24,2.9,3,0
CC(C#N)(NC(=O)CN1CCN(S(=O)(=O)c2cccc(F)c2)CC1)C1CC1 (stereo unspecified),11,-14,29,-2,1,·,0.7,-11,-4
CSCCC(NC(=O)c1ccco1)C(=O)NCC(c1ccccc1)N(C)C (stereo unspecified),2,-3,12,-8,-1,-19,0.4,-22,7
COc1ccc(NC(=O)Cc2c(F)c(F)c(F)c(F)c2F)cc1OC,5,-7,16,-1,5,-3,1.6,-11,-30
NC(=O)C[n+]1ccc(/C=N/O)cc1,-1,5,10,-6,1,-1,-0.1,2,-15
Cc1ccc(CNC(=O)C2CCC(=O)N2Cc2ccccc2Cl)cc1 (stereo unspecified),6,-15,4,-5,0,-6,0.6,-15,1

# A run of entries of the results above, for reference:
SMILES,M1 PAM,CHRM1 antagonist,M1 PAM parental,M1 ag,TAAR1 ag,CHO parental Ca,M1 ag parental,CHO-K1 Ca antag,TAAR1 antagonist
COc1ccc(C(=O)N2CCN(c3cccc(Cl)c3)CC2)c(OC)c1,-7,-4,-3,2,9,-24,2.9,3,0
CC(C#N)(NC(=O)CN1CCN(S(=O)(=O)c2cccc(F)c2)CC1)C1CC1 (stereo unspecified),11,-14,29,-2,1,·,0.7,-11,-4
CSCCC(NC(=O)c1ccco1)C(=O)NCC(c1ccccc1)N(C)C (stereo unspecified),2,-3,12,-8,-1,-19,0.4,-22,7
COc1ccc(NC(=O)Cc2c(F)c(F)c(F)c(F)c2F)cc1OC,5,-7,16,-1,5,-3,1.6,-11,-30
NC(=O)C[n+]1ccc(/C=N/O)cc1,-1,5,10,-6,1,-1,-0.1,2,-15
Cc1ccc(CNC(=O)C2CCC(=O)N2Cc2ccccc2Cl)cc1 (stereo unspecified),6,-15,4,-5,0,-6,0.6,-15,1

# (listing goes on)
SMILES,M1 PAM,CHRM1 antagonist,M1 PAM parental,M1 ag,TAAR1 ag,CHO parental Ca,M1 ag parental,CHO-K1 Ca antag,TAAR1 antagonist
O=C(COC(=O)c1ccc(O)cc1)Nc1cc(S(=O)(=O)N2CCOCC2)ccc1Cl,2,2,-5,4,27,4,6.8,-6,53*
COc1ccc(S(=O)(=O)Nc2ccc(S(=O)(=O)N3CCCCC3)cc2)cc1OC,12,-12,12,-3,3,-7,1.1,-4,-6
O=C(NC1=NCCS1)c1ccccc1Br,7,-13,14,-2,4,7,0.8,-11,-21
O=C(Oc1ccccc1C(=O)Nc1ccccc1)c1ccccc1Br,2,5,3,-2,3,-2,1.6,1,-1
CN1C2C=C(N(CCc3c[nH]c4ccccc34)C(=O)c3ccc(Cl)cc3)CC1CC2 (stereo unspecified),6,-4,23,-4,12,-15,2.4,-12,4
COc1ccccc1N1CCN(C(=O)C2CCC(CNS(=O)(=O)c3ccc(NC(C)=O)cc3)CC2)CC1 (stereo unspecified),-1,4,-2,-4,2,·,0.2,-7,-14
Clc1ccc(C2=CC(c3ccco3)n3ncnc3N2)cc1 (stereo unspecified),-4,-16,1,11,107*,-3,4.8,-7,24

# Assay outcomes (PubChem BioAssay)
